# STAT1 act = STAT1 signaling activation; NIH 3T3 STAT1-luciferase reporter, IFN-gamma, luminescence; 100% = IFN-gamma alone, no compound; activation (% of control), % at 5.5 µM; 2.6% of 200,000 active;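 active means activation above the screen-wide mean activation plus 3 SD, cut at about 130% in these data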;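 further: raw ratio to IFN-gamma control signal so 100% means no change and 0% no light; values of inactives mirror those of a sister screen read the other way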
# FLuc inhib CS = counter-screen for luciferase assay inhibitors: firefly luciferase inhibition; P08659; ATPLite firefly luciferase biochemical luminescence, 10 min; inhibition, % at 10 µM; 1.5% of 200,000 active; AID 1006;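 active means inhibition above about 50% when tested at 10 µM, limit read from the data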
# APP 5'UTR act = APP 5'UTR luciferase reporter activation | SH-SY5Y APP 5'UTR luciferase reporter, luminescence; zero percent = DMSO vehicle wells | activation, % at 2 µM | 1% of 190,000 active | AID 1276;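 active means activation above a set limit, based on mean plus 3 SD of controls, cut at about 140% in these data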; further: values of inactives mirror those of a sister screen read the other way
# G6PDH CS = inhibits Leuconostoc G6PDH, flagging false hits in G6PDH-based assays. Purified L. mesenteroides G6PDH, diaphorase/resazurin coupled fluorescence, 45 min. inhibition, % at 5 µM. 0.12% of 200,000 active. AID 1020; in the data active means inhibition above about 50%
# Diaph inh CS = counter-screen for diaphorase-based assays: diaphorase inhibitors and chemical oxidizers; inhibition, % at 20 µM; diaphorase resazurin-to-resorufin fluorescence, NADH, 16 min; bacterial (C. kluyveri) enzyme, not human; 0.69% of 190,000 active; AID 1217;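 active means primary screen inhibition at 20 µM above a set limit, cut at about 50% in these data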;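 further: plate controls were DMSO with full reaction for no effect and wells lacking NADH for full effect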
#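 controls = No-NADH positive control and DMSO neutral control | system = Clostridium kluyveri diaphorase enzyme | timing = reaction incubation of 16 min at room temperature | signal = resorufin fluorescence 544/590 nm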
# FLuc act counter = firefly luciferase counter-screen for stimulation assays | P08659 | ATPlite luciferase biochemical, luminescence, 10 min; 0 = ATP-free wells, 1 = DMSO control | activation factor at 10 µM | 200,000 tested, under 10 active | AID 1027;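 active means luciferase activation factor, scaled between plate controls, of at least 2 with compound at 10 µM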
#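 Assay system: Luciferase/luciferin reagent mix; Medium: PBS as buffer for the ATP substrate; Dosing: test compounds dosed from 2 mM stocks in 100% DMSO; Times: 10 min, room temperature; Signal: luminescence from luciferase reaction; Read-out: luciferase activation; Controls: No-ATP low control, compound-free enzyme-plus-ATP high control.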
# APP transl inh = APP translation inhibition; SH-SY5Y APP 5'UTR-luciferase reporter, luminescence; inhibition, % at 2 µM; 0.82% of 190,000 active;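 active means inhibition above a set limit, derived from the sample mean plus 3 SD, cut at about 45% in these data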; further: values of inactives mirror those of a sister screen read the other way
# Diaphorase act = counter-screen for diaphorase-based assays: diaphorase activators and chemical reducers. Diaphorase/resazurin coupled assay, resorufin fluorescence, 16 min; hits give high values; 1 = vehicle wells, 0 = NADH-free wells. activation factor at 20 µM. 0.005% of 190,000 active. AID 1229;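 active means diaphorase activity raised at least twofold by the compound at 20 µM; inactive means activation factor below 2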
#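 Material: purified diaphorase enzyme from Clostridium kluyveri; Also added: 0.114 mM NADH and 0.1 mM resazurin, final amounts; Doses: single compound dose of 20 µM, 1% DMSO final; Times: 16 min enzyme reaction, ambient temperature; Detection: resorufin fluorescence, excitation 544 nm, emission 590 nm; Measure: increased resorufin signal from activators or reducing compounds.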
# TLR4-MyD88 BLA = inhibitors of human TLR4-MyD88 binding; HeLa CL3-4 TLR4/MyD88 BLA complementation, FRET ratio; inhibition, % at 8.4 µM; 0.18% of 200,000 active; in the data active means inhibition above about 25%;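 further: 0% = vehicle and 100% = reference inhibitor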
# Target sequence (O00206 whole entry, looked up): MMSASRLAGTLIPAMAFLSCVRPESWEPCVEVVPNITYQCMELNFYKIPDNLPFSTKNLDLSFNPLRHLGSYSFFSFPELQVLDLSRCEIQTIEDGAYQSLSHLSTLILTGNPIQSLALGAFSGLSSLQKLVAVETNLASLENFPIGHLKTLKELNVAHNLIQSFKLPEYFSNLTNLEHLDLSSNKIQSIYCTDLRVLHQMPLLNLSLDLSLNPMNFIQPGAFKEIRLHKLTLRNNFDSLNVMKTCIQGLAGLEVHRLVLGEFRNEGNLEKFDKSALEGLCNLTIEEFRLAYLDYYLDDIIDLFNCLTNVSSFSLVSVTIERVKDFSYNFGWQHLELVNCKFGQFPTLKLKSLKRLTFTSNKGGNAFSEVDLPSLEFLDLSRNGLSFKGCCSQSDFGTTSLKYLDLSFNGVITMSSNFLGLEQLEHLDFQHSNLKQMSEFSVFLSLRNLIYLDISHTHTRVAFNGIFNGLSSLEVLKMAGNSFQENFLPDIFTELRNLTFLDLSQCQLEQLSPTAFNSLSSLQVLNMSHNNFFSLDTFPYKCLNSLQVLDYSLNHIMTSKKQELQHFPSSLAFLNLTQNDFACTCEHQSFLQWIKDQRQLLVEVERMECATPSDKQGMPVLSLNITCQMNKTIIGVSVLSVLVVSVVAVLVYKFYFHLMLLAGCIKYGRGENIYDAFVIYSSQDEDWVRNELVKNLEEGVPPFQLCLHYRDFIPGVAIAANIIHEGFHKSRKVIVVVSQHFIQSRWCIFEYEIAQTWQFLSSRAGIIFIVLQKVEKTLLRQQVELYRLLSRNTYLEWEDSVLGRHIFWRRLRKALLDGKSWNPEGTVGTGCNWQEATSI
# Target sequence (Q99836 whole entry, looked up): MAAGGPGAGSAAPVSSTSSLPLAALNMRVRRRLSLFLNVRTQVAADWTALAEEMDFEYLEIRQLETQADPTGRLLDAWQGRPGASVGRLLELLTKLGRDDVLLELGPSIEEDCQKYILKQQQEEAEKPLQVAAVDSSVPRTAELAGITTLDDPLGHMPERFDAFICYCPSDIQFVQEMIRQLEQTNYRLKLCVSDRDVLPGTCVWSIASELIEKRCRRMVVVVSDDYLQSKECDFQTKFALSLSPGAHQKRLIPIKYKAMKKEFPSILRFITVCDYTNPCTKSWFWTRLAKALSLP
# NF-kB neuron act = compounds increasing NF-kB expression in human neuronal cells | NF-kB reporter expression; hits give high values | fold change at 12.5 µM | 1.6% of 190,000 active; in the data active means fold change above about 3.3
# * hit, by the source's call. Compounds were not picked by outcome (roughly 5.6% active in at least one column).
compound	STAT1 act	FLuc inhib CS	APP 5'UTR act	G6PDH CS	Diaph inh CS	FLuc act counter	APP transl inh	Diaphorase act	TLR4-MyD88 BLA	NF-kB neuron act
CCOC(=O)N1CCN(C(=O)c2ccc3nc(C)sc3c2)CC1	100	-14	6	2	13	1.1	-6	0.9	13	1.2
CC(=O)Nc1cnc2ccccc2n1	105	-4	6	-8	24	1	-6	0.8	-10	1.4
Cc1ccc(CC(=O)O/N=C(\N)Cc2ccc([N+](=O)[O-])cc2)cc1	100	-10	19	-8	13	1.1	-19	0.9	-5	1.2
O=C(Cn1ccc2ccccc2c1=O)N1CCN(Cc2ccc3c(c2)OCO3)CC1	98	-3	-12	-3	9	1	12	0.9	0	1.2
CC(Sc1cccc[n+]1[O-])C(=O)Nc1ccc([N+](=O)[O-])cc1Cl (stereo not drawn)	95	-2	16	-1	-9	1	-16	1.1	-3	1.2
O=C(CC(=O)NC1CCCCC1)N/N=C/c1ccccc1F	98	-7	18	0	2	1.1	-18	1	-12	1.2
COCCn1cc(C(=O)NCc2ccco2)c2c3ccccc3n(C)c2c1=O	92	-1	0	7	12	1	0	0.9	-27	1.1
Cc1occc1C(=O)Nc1nnc(-c2ccncc2)s1	113	11	14	0	10	0.9	-14	0.9	-2	0.62
Cc1cc(C)c(COc2ccc(/C=N/n3c(C)n[nH]c3=S)cc2)c(C)c1	103	-8	-17	-20	10	1.1	17	0.9	10	1.3
CC(C)(CN1CCCCC1)NS(=O)(=O)c1ccc(Cl)cc1	103	-4	10	3	3	1	-10	1	2	0.85
COCCN(C(=O)c1cccc(OC)c1)c1nnc(-c2ccncc2)s1	107	-8	5	7	-2	1.1	-5	1	0	0.92
CC(=O)C1=C(Nc2ccc(C)cc2)CC(C)(O)C(C(C)=O)C1c1ccco1 (stereo not drawn)	95	-3	0	0	9	1	0	0.9	0	1.2
CC1CN/C(=C\C(=O)c2ccccc2)C(=O)N1 (stereo not drawn)	138*	20	52	1	6	0.8	-52	0.9	-4	2.9
COC(=O)c1ccc(NC(=S)N2CCCC2)cc1	104	-4	8	2	7	1	-8	0.9	-6	1.6
CCCOc1ccccc1C(=O)NC(CO)C(=O)O (stereo not drawn)	107	-8	4	6	6	1.1	-4	0.9	0	1.1
Cn1cnnc1SCC(=O)Nc1ccccc1C(=O)NC1CC1	97	-3	10	3	11	1	-10	0.9	-10	1.1
CCOc1ccccc1NC(=O)c1c(Br)cnn1C	101	-1	13	11	-2	1	-13	1	-7	1.1
O=C(CCSCc1ccc(Cl)cc1)NC1CCCC1	105	-2	-9	8	5	1	9	0.9	8	1.2
Cc1cccc(CC2CC(=O)N(CCc3ccc4c(c3)OCO4)C2=O)c1 (stereo not drawn)	95	-8	2	14	17	1.1	-2	0.8	-15	1.4
COc1ccc(-c2ccnc3nc(-n4cccc4)nn23)cc1	108	-5	-9	3	-17	1	9	1.2	-10	1

# Next part (5 carried over from the part before).
compound	STAT1 act	FLuc inhib CS	APP 5'UTR act	G6PDH CS	Diaph inh CS	FLuc act counter	APP transl inh	Diaphorase act	TLR4-MyD88 BLA	NF-kB neuron act
Cn1cnnc1SCC(=O)Nc1ccccc1C(=O)NC1CC1	97	-3	10	3	11	1	-10	0.9	-10	1.1
CCOc1ccccc1NC(=O)c1c(Br)cnn1C	101	-1	13	11	-2	1	-13	1	-7	1.1
O=C(CCSCc1ccc(Cl)cc1)NC1CCCC1	105	-2	-9	8	5	1	9	0.9	8	1.2
Cc1cccc(CC2CC(=O)N(CCc3ccc4c(c3)OCO4)C2=O)c1 (stereo not drawn)	95	-8	2	14	17	1.1	-2	0.8	-15	1.4
COc1ccc(-c2ccnc3nc(-n4cccc4)nn23)cc1	108	-5	-9	3	-17	1	9	1.2	-10	1
CC(=O)Nc1ccc(NC(=O)c2ccccc2S(=O)(=O)c2ccc([N+](=O)[O-])cc2)cc1	91	1	-27	15	9	1	27	0.9	-15	1.3
CC(C)NC(=O)CC(=O)NN=C1CCCCC1	100	-2	3	16	-16	1	-3	1.2	8	1.3
CC1(C)CC2(CC(c3cccs3)c3cc(Cl)c(O)cc3O2)NC(=S)N1 (stereo not drawn)	105	0	-12	7	23	1	12	0.8	2	0.75
O=C(N1CCOCC1)N(CCN1CCOCC1)Cc1cccc(Cl)c1	101	-7	-7	-3	11	1.1	7	0.9	3	1.1
O=C(N/N=C/c1ccc(Cl)cc1Cl)c1n[nH]c2c1CCCC2	120	11	-10	6	18	0.9	10	0.8	-1	1.1
O=C(O)CNS(=O)(=O)c1cccc2nsnc12	100	-1	-1	4	11	1	1	0.9	0	0.96
CN(C)c1ccc(/C=N/NC(=O)c2ccc(CN3CCOCC3)cc2)cc1Br	107	7	15	-6	1	0.9	-15	1	-3	1.1
CCNc1nc(SCCOc2ccc(C)cc2)nc(N(C)C)n1	106	-6	-2	4	26	1.1	2	0.7	2	0.91
CCc1nnc(NC(=O)[C@@H](NC(=O)c2cccc(C)c2)C(C)C)s1	87	-4	-10	-8	5	1	10	0.9	-7	1.2
CC(C)c1ccc(O)c(NC(=S)NC(=O)c2cccnc2)c1	106	15	-12	8	16	0.9	12	0.8	-12	1.3
Cc1csc2ncc(C(=O)N3c4ccccc4CC3C)c(=O)n12 (stereo not drawn)	90	-4	2	4	9	1	-2	0.9	-3	0.79
Cc1ccnc(NC(=O)CCC(=O)N(CC(=O)NC2CCCCC2)c2cccc(C)c2C)c1	99	-7	4	1	7	1.1	-4	0.9	7	0.76
Cc1cccc(OC(C)C(=O)N(Cc2cccs2)C2CCS(=O)(=O)C2)c1C (stereo not drawn)	110	-4	-3	9	12	1	2	0.9	-7	0.83
Cc1ccc(C(=O)NCCSc2c(C)[nH]c3ccccc23)cc1[N+](=O)[O-]	76	-4	-13	11	10	1	13	0.9	-5	2.3
O=C(CC1=NCCNC(c2ccccc2)C1)c1ccccc1O (stereo not drawn)	110	-1	53	8	-1	1	-54	1	9	1.6
Cc1ccnc2nc(C(=O)OCC(=O)Nc3ccccc3C(C)(C)C)nn12	104	-4	-8	5	4	1	8	1	4	1
Cc1nc2ccccn2c1/C(O)=C1\C(=O)C(=O)N(CCN(C)C)C1c1ccco1 (stereo not drawn)	102	-6	0	6	4	1.1	0	1	-21	1.1
COc1ccccc1-c1nnc(SCC(=O)Nc2ccc(S(N)(=O)=O)cc2)n1C	96	-2	1	8	6	1	-2	0.9	3	1
S=C(c1ccccc1)N1CCN(C(=S)c2ccccc2)CC1	94	-7	-4	9	7	1.1	4	0.9	-4	0.98
Cc1ccc(N(C(=O)C2CCCO2)C2C=CS(=O)(=O)C2)cc1Cl (stereo not drawn)	97	-8	-22	10	4	1.1	22	1	-11	0.92
COc1cc(NC(=O)c2ccc(-c3ccc(Br)cc3)o2)ccc1NC(=O)C(C)C	102	-6	0	0	13	1.1	0	0.9	-15	1.1
COc1ccc(-c2nnc(SCC(=O)NCc3cccs3)n2C(C)C)cc1	94	-7	-1	3	10	1.1	1	0.9	3	1.1
CN(Cc1ccccc1)C(=O)COC(=O)c1ccccc1NS(=O)(=O)c1cccc(N)c1	103	4	-16	-3	2	1	16	1	-5	1.1
CCNC(=O)COc1cccc(C(=O)NCc2ccccc2)c1	98	-2	13	11	20	1	-13	0.8	1	0.97
Cc1nc2scc(-c3ccccc3)c2c(=O)o1	102	17	-8	2	9	0.8	8	0.9	-6	1.1
O=c1[nH]c(SCc2cccc(F)c2)nc2c1CCCC2	90	-7	12	10	13	1.1	-12	0.9	-8	0.87
Cc1ccc(S(=O)(=O)C(CCC(=O)N2CCOCC2)S(=O)(=O)c2ccc(C)cc2)cc1	97	-3	-1	6	14	1	1	0.9	2	0.68
COc1ccccc1OCc1nnc(SCCN2CCOCC2)o1	88	-4	7	-4	29	1	-7	0.7	8	0.95
COc1ccccc1-c1nc(C#N)c(N2CCc3ccccc3C2)o1	109	-2	11	2	4	1	-11	1	6	1
O=C(COc1ccccc1/C=C\c1[nH]c(=O)[nH]c(=O)c1[N+](=O)[O-])Nc1ccccc1	115	6	19	3	20	0.9	-19	0.8	2	1.4
FC(F)(F)c1ccc(CSc2nccn2-c2ccccc2)cc1	96	-7	12	4	20	1.1	-12	0.8	6	1.3
COc1ccc(C(CC(=O)NCCCN2CCOCC2)NS(=O)(=O)c2ccc(C)cc2)cc1 (stereo not drawn)	98	-2	-2	5	-1	1	2	1	1	1.1
O=C(Oc1ccccc1)c1c(Cl)cccc1P(=O)(O)O	103	-8	15	3	17	1.1	-15	0.8	-4	1
COc1cccc(C(=O)NCC(=O)OCC(=O)c2ccccc2)c1	150*	2	3	1	14	1	-3	0.9	-8	1.1
CC(=O)c1c(N2CCN(C)CC2)nc(=S)n(Cc2ccccc2)c1C	88	-8	0	3	11	1.1	0	0.9	0	0.98
COc1ccc(C(=O)CSc2nc3nc(C)cc(C)n3n2)cc1OC	105	7	5	-2	2	0.9	-5	1	4	1.1
Cc1cccc(/C(N)=N/OC(=O)c2ccc(F)cc2)c1	140*	97*	113	6	9	0	-113	0.9	3	2.1
COC(=O)c1ccc2c(=O)n(CCCCCC(=O)NCc3ccccn3)c(=O)[nH]c2c1	101	4	-1	10	9	1	1	0.9	-5	0.97
CC(=O)c1c(C)nc(-c2ccc(OCC(=O)Nc3cccc(C)c3C)cc2)n1O	102	1	15	2	6	1	-15	0.9	17	1.3
CN(Cc1ccccc1)C(=O)COC(=O)c1ccc2c(c1)OCO2	105	0	-15	-8	6	1	15	0.9	2	1.1
Cc1cccc(NC(=S)NC(=O)c2ccc(Br)o2)c1C	96	-4	12	16	10	1	-12	0.9	11	1.1
O=C(c1cc2ccccc2oc1=O)N1CCN(c2ncccn2)CC1	114	0	36	8	3	1	-36	1	-10	2.2
COc1ccc(NC(=O)c2ccc(-n3nc(C)cc3C)cc2)cc1OC	97	13	15	2	13	0.9	-15	0.9	3	0.98
O=C1C(Cc2ccc(F)cc2)SC(=Nc2ccccc2)N1c1ccccc1 (stereo not drawn)	96	-4	1	-10	19	1	-1	0.8	7	1
O=C(CNC(=O)c1ccc(N2C(=O)c3ccccc3C2=O)cc1)OCC(=O)c1cccc2ccccc12	100	-8	-13	3	11	1.1	13	0.9	2	0.96
CN(C(=O)c1ccc(=O)[nH]c1)C1(C(=O)NC2CCCCC2)CCCCC1	102	-4	-2	3	8	1	2	0.9	-14	1.1
CCN(CC)S(=O)(=O)c1ccc(N2CCOCC2)c(NC(=O)c2cc(C)cc(C)c2)c1	93	1	2	-18	14	1	-2	0.9	4	0.6

# Screening data (PubChem BioAssay)
